Platelet DG rel = inhibitors of platelet dense granule secretion, primary screen, cell-based, MLPCN, human platelets. human platelet-rich plasma, SFLLRN dense granule ATP release, luminescence. inhibition, %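 (compounds screened at 7.5 µM in platelet-rich plasma)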. 300,000 tested, 0.22% active. AID 1663, 2009;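 active = mean replicate score, as percent of positive control, at or above 50; inconclusive = mean below 50 but at least one replicate at or above 50; inactive = mean and every replicate below 50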
HSF-1 act = HSF-1 activators, primary screen, NIH3T3-HGL cells, MG132 stress, luminescence, single point | NIH3T3-HGL HSF-1 luciferase reporter, 8 h; 100% = twice DMSO control signal | activation, % at 9 µM | 300,000 tested, 1.7% active;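 active = mean replicate activation of at least 50% with a set share of replicates each reaching 50%; inconclusive = only one of those two conditions met; inactive = mean below 50% and too few replicates reaching it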;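 note: 0% = median of the neutral control wells and 100% = twice that signal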
PolyA inh = polyadenylation inhibitors in yeast reporter cells, primary screen, luminescence, S. cerevisiae. calls only at 12 µM. S. cerevisiae SKY197-pL101 polyadenylation reporter, beta-gal luminescence; efflux-impaired pdr1/pdr3 knockout yeast; score 100 = 6 SD above DMSO. 300,000 tested, 0.02% active. AID 1875, 2009;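 active = lowest replicate activity score at least 50, where 100 means six control SD above control mean; inconclusive = lowest score under 50 but half or more replicates reach 50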;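 note: yeast exposed to compound for 9 h at 30 °C; higher score means more reporter readthrough which indicates perturbed polyadenylation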
GSK3 alpha inh = blockers of GSK3A enzyme activity – biochemical, luminescence, cell-free homogeneous, HTS, primary screen | Glycogen synthase kinase-3 alpha (Homo sapiens), P49840 | GSK-3 alpha kinase, ADP-Glo luminescence, 60 min | inhibition, % at 10 µM | 320,000 tested, 0.1% active | AID 2650, 2010;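 in the data active = inhibition above about 50%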;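 note: GST-tagged GSK-3 alpha with peptide substrate and 25 µM ATP; 0% = DMSO neutral wells and 100% = GW8510 positive control wells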
HSF1 inhib = HSF1 inhibitors in luciferase reporter cells, primary screen, cell-based, NIH3T3, luminescence; NIH3T3-HGL HSE-luciferase, MG132-induced, luminescence 8 h; stronger effect = lower value; activity change, negative = inhibition, % at 7.5 µM (by protocol); 300,000 tested, 0.77% active; AID 2098, 2009;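 active = more than half of replicate wells show activity change below -50%, luminescence cut by over half; inconclusive = some wells, but at most half, below -50%; inactive = no replicate well below -50%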;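 note: luciferase reports HSF-1 transcriptional activity via heat shock element; 0% = median of DMSO wells and -100% = zero luminescence signal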
HDAC3 inh = HDAC3 deacetylase inhibitors, primary screen, biochemical, fluorescence, cell-free homogeneous; 320,000 tested, 0.15% active; recombinant HDAC3, fluorogenic peptide/trypsin coupled; inhibition, % at 8.3 µM; Histone deacetylase 3 (Homo sapiens), O15379; in the data active = inhibition above about 26%, passing the limit was not always enough; inconclusive = no clear call, values can overlap the other calls
Target sequence (O15379 whole entry, looked up): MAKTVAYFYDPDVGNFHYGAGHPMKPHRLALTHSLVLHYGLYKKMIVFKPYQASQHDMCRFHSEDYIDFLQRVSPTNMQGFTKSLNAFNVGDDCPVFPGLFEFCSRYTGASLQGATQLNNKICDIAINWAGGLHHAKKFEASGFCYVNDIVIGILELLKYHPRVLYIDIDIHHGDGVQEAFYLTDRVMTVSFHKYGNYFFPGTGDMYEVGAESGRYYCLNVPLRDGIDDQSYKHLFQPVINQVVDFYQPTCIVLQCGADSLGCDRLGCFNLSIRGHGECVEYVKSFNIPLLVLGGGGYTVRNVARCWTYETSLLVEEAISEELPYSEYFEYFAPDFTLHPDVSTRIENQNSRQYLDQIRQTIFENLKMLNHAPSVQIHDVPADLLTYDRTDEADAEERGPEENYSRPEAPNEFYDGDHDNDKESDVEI
HSP90 refold inh = HSP90 inhibitors, primary screen, cell lysate, luminescence | 290,000 tested, 0.91% active | inhibition, % at 5.6 µM | Rabbit reticulocyte lysate, luciferase refolding luminescence, 3 h | AID 1789, 2009;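 active = inhibition above the screen-wide mean plus 3 SD, computed separately per campaign, cut at about 16% in these data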;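 note: 0% = DMSO wells and 100% = 60 µM geldanamycin wells; inhibitors lower the luminescence because luciferase stays unfolded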
Dyrk1A ADPGlo = rat Dyrk1A kinase inhibitors, primary screen, biochemical, single point, plate reader | Dual specificity tyrosine-phosphorylation-regulated kinase 1A (Rattus norvegicus), Q63470 | ADP-Glo luminescence, NFATc1 peptide | inhibition, % at 12.5 µM | 310,000 tested, 0.43% active; in the data active = inhibition above about 50%;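 note: plate controls were vehicle with enzyme for no effect and no enzyme for full effect; many of its hits are not listed in these tables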
AI-2 QS mod = Vibrio harveyi AI-2 quorum sensing modulators, primary screen, JMH597 strain, luminescence/OD600 ratio; 300,000 tested, 0.4% active; activity change, % at 7.5 µM; Vibrio harveyi JMH597 AI-2 luminescence/OD600 ratio, 9 h; stronger effect = lower value; strain lacks LuxN and CqsS sensors; 0 = neutral-control median; in the data active = activity change below about -75%, passing the limit was not always enough; inconclusive = no clear call, values can overlap the other calls;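 note: luminescence divided by OD600 gain over 9 h not by final OD600 alone; inactives centre near 13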
GSK3B inh = human GSK3beta kinase inhibitors, primary screen, biochemical, cell-free homogeneous, HTS; GST-GSK3beta kinase, ADP-Glo luminescence, 60 min; stronger effect = lower value; activity score (negative = inhibition), % at 10 µM; 300,000 tested, 0.038% active;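 active = more than half of replicate wells score below -50%, meaning over 50% inhibition versus plate controls; inconclusive = some replicates but at most half score below -50%; inactive = no replicate scores below -50%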;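 note: 0% = median DMSO wells and -100% = median GW8510 positive control wells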
Target sequence (P49841 whole entry, looked up): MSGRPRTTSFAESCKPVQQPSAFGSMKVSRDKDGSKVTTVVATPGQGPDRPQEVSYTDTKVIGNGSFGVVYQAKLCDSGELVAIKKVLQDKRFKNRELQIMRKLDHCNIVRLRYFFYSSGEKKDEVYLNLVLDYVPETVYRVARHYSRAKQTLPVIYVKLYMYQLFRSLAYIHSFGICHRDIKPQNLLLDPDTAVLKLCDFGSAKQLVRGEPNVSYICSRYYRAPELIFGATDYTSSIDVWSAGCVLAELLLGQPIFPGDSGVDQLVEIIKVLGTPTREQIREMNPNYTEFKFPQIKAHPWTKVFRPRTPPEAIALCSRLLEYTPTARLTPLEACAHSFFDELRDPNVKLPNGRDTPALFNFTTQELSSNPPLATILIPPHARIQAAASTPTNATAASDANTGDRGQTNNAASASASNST
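Assay system: GST-tagged human GSK3beta kinase, cell-free; Input: 1.6 ng GSK3beta; Medium: Tris/MgCl2 kinase buffer; Timing: 60 min enzyme reaction, room temperature; Signal: ADP-Glo luminescence quantifying ADP generated by kinase; Evaluation: score relative to plate controls; Benchmarks: DMSO neutral wells and GW8510 at 20 µM as positive.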
Starred values were filed as active, the others as inactive; i = inactive; ? = inconclusive; · = not tested or not shown. Some of the compounds tested. The share of hits here may be higher or lower than overall.

SMILES | Platelet DG rel | HSF-1 act | PolyA inh | GSK3 alpha inh | HSF1 inhib | HDAC3 inh | HSP90 refold inh | Dyrk1A ADPGlo | AI-2 QS mod | GSK3B inh
O=S(=O)(NCc1ccc(Cl)cc1Cl)c1ccc(N2CCOCC2)nc1 | -4 | -1 | i | 4 | -2 | -17 | -1 | -1 | 12 | 0
CC(=O)c1cccc(-n2nnnc2SCC(=O)NNC(=O)C2CCCCC2)c1 | -1 | -3 | i | -1 | -4 | -1 | -3 | · | 9 | 0
COc1ccccc1NC1=C(NC(C)=O)C(=O)c2ccccc2C1=O | 8 | 10 | i | · | 7 | · | -4 | 1 | 33 | 0
COc1ccc(N2CCN(C(C)C(=O)N3CCc4ccccc43)CC2)cc1 (centres undefined) | -9 | 6 | i | 0 | -10 | -2 | -1 | 0 | 4 | 0
O=C(NCc1ccc2c(c1)OCO2)C1CCCN1C(=O)Nc1cccc(F)c1 (centres undefined) | 3 | 39 | i | 0 | 12 | 1 | 1 | -4 | 8 | 2
O=C(NCCCN1CCOCC1)c1cc(-c2ccccc2)on1 | -6 | 11 | i | -7 | 3 | -3 | -2 | -3 | 16 | 1
CCN1CCCC(OC(=O)Nc2ccccc2)C1 (centres undefined) | -3 | 8 | i | 5 | -2 | -5 | 0 | -4 | 27 | 4
CC(=O)Nc1ccc(C2=NN(CC#N)C(=O)SC2)cc1 | 0 | -14 | i | 1 | -6 | -2 | -2 | 0 | 26 | 0
Cc1ccc(N=C/C(C(=O)C(F)(F)F)=C(\O)c2cccs2)cc1 | 6 | -2 | i | 3 | 5 | 5 | 0 | -3 | 17 | 1
O=C(c1ccccc1)N1CCC(CC2CC(c3ccc(Cl)cc3)=NO2)(C(=O)NCC2CCCCC2)CC1 (centres undefined) | 2 | 9 | i | -3 | -5 | -4 | 0 | 6 | 7 | -1
C(=N\Nc1ncnc2ccccc12)/c1ccccc1 | 11 | 2 | i | 1 | 0 | 13 | -1 | 11 | 17 | 3
Cc1cc(C)cc(NC(=O)CN2CCN(c3ccccn3)CC2)c1 | 0 | -6 | i | -1 | 1 | 4 | -7 | -4 | 6 | 0
O=C1[C@@H]2CSCN2C(=O)CN1Cc1c(F)cccc1Cl | 0 | -6 | i | -6 | -4 | 2 | -2 | -4 | 11 | -4
O=C(NC1CCCC1)C(c1ccccn1)N(C(=O)c1csnn1)c1ccccc1Cl (centres undefined) | -1 | 31 | i | 3 | 1 | -4 | -1 | -3 | 5 | 1
CC1=C(C(=O)OCC(C)C)C(c2ccsc2)C2=C(CCCC2=O)N1 (centres undefined) | -8 | 6 | i | -1 | -2 | 2 | 0 | 0 | 29 | -1
CSc1ccc(CN(C)C(=O)C(Cc2ccccc2)NC(=O)c2ccccc2)cc1 (centres undefined) | 8 | -2 | i | 0 | -8 | 1 | 1 | -3 | 5 | 3
CCCNC(=O)CC(NS(=O)(=O)c1ccc(NC(C)=O)cc1)C(C)C (centres undefined) | -1 | -2 | i | -3 | 3 | 0 | 3 | 1 | 15 | 2
Cc1cccc(NC(=O)c2nc[nH]c2C(=O)Nc2cccc(C)c2)c1 | -4 | 53* | i | 1 | 22 | -4 | -2 | -1 | 21 | -2
COc1ccc(C2CCCN2C(=S)Nc2cccc(Cl)c2C)cc1OC (centres undefined) | 14 | 0 | i | · | -1 | 2 | -4 | 0 | 20 | -2
CCN1C(=O)/C(=C2/C=Cc3ccccc3N2CC)SC1=S | 3 | 14 | i | 1 | -5 | 0 | 2 | 3 | 11 | -1

Complete entries from above.
O=C(NC1CCCC1)C(c1ccccn1)N(C(=O)c1csnn1)c1ccccc1Cl (centres undefined) across the screens: Platelet DG rel = -1; HSF-1 act = 31; PolyA inh = i; GSK3 alpha inh = 3; HSF1 inhib = 1; HDAC3 inh = -4; HSP90 refold inh = -1; Dyrk1A ADPGlo = -3; AI-2 QS mod = 5; GSK3B inh = 1
Cc1cccc(NC(=O)c2nc[nH]c2C(=O)Nc2cccc(C)c2)c1 across the screens: Platelet DG rel = -4; HSF-1 act = 53*; PolyA inh = i; GSK3 alpha inh = 1; HSF1 inhib = 22; HDAC3 inh = -4; HSP90 refold inh = -2; Dyrk1A ADPGlo = -1; AI-2 QS mod = 21; GSK3B inh = -2
CCN1C(=O)/C(=C2/C=Cc3ccccc3N2CC)SC1=S across the screens: Platelet DG rel = 3; HSF-1 act = 14; PolyA inh = i; GSK3 alpha inh = 1; HSF1 inhib = -5; HDAC3 inh = 0; HSP90 refold inh = 2; Dyrk1A ADPGlo = 3; AI-2 QS mod = 11; GSK3B inh = -1

(more compounds)
SMILES | Platelet DG rel | HSF-1 act | PolyA inh | GSK3 alpha inh | HSF1 inhib | HDAC3 inh | HSP90 refold inh | Dyrk1A ADPGlo | AI-2 QS mod | GSK3B inh
Cc1ccccc1C(=O)NC(=S)Nc1ccc2[nH]c(=O)[nH]c2c1 | 7 | 40 | i | -2 | 17 | -7 | 2 | -3 | 4 | 0
O=C1CNC(=S)N1CCc1ccc(O)c(O)c1 | -1 | -3 | i | 3 | -12 | -10 | -1 | · | -5 | -1
Cc1ccc(S(=O)(=O)NC(=O)c2cc(C)n(-c3ccc(N(C)C)cc3)c2C)cc1 | -7 | -14 | i | 2 | -1 | -7 | 3 | 0 | 17 | -3
Cc1cc2c(C)nc(N/N=C/c3ccccc3)nc2o1 | -4 | 17 | i | 1 | 12 | 6 | 3 | -4 | 18 | 0
CCCN1C2CCCC1CC(NC(=O)c1ccc(Br)cc1)C2 (centres undefined) | 4 | 3 | i | -2 | 0 | -4 | -5 | -5 | -6 | 1
C=CCNCCOc1cccc(Br)c1 | 1 | 11 | i | 0 | 0 | -1 | -6 | · | 23 | 2
Cc1cc(-c2n[nH]c(=S)o2)c(C)n1-c1ccccc1 | 1 | -33 | i | 9 | -26 | 7 | 15 | · | 44 | -3
Cc1ccc(C(=S)N2CCN(Cc3ccccc3)CC2)cc1 | 6 | 21 | i | -2 | 6 | -9 | -5 | 3 | -4 | 0
CCOC(=O)CCP(=O)(O)C(O)c1ccccc1 (centres undefined) | -2 | 1 | i | -3 | -11 | -2 | 0 | -4 | 6 | 0
COc1ccc(-c2csc(NC(=O)C3CCN(c4ncnc5sc(C)c(C)c45)CC3)n2)cc1OC | -10 | -9 | i | -1 | -6 | 4 | · | 18 | 14 | 3
Cc1ccc(CNC(=O)COC(=O)Cn2nc(C)c([N+](=O)[O-])c2C)cc1 | -7 | 6 | i | -1 | 0 | 0 | 1 | 0 | 20 | 2
COc1ccc(CC(=O)NNC(=O)[C@@H]2CCCC[C@@H]2C(=O)O)cc1 | -15 | -1 | i | 6 | -5 | 1 | 6 | -1 | -1 | -1
C=CCOC(=O)C1=C(C)N(C)C(=O)NC1c1cc2c(cc1Br)OCO2 (centres undefined) | 0 | -4 | i | 0 | 3 | 6 | -5 | -2 | 6 | -2
COC(=O)COc1nc(C)c(Br)c(OC)n1 | -3 | 2 | i | 0 | -6 | 3 | 2 | 4 | 7 | -3
OC(Cc1nc2ccccc2[nH]1)c1ccccc1Cl (centres undefined) | 12 | ? | · | -2 | 35 | 2 | 1 | -2 | 15 | -3
CC(=O)Nc1ccc(NC(=O)CN(C)S(=O)(=O)c2ccc3nc(C)sc3c2)cc1 | 1 | 5 | i | -2 | -3 | -5 | -6 | -4 | 12 | 0
COc1cc(/C=N/n2c(-c3ccc4c(c3)NC(=O)CO4)csc2=Nc2cccc(C)c2)ccc1O | -2 | -3 | i | 9 | -3 | 6 | -2 | -5 | 17 | -3
O=C(OCC(=O)N1CCc2ccccc2C1)c1cccnc1Cl | -5 | 29 | i | -2 | 6 | -8 | 6 | -2 | 22 | 5
CN(C)CCCOC(=O)c1sc2ccccc2c1Cl | -7 | · | i | -4 | · | 8 | -1 | 11 | 8 | 0
CC1(C)CC(=O)C=C(C(=O)N2CCCC(CCC(=O)NCc3ccccc3F)C2)O1 (centres undefined) | -3 | 1 | i | -3 | -4 | 5 | -4 | -1 | 16 | 2

2 of the compounds above, with two lines to a compound.
Screens in order: Platelet DG rel, HSF-1 act, PolyA inh, GSK3 alpha inh, HSF1 inhib, HDAC3 inh, HSP90 refold inh, Dyrk1A ADPGlo, AI-2 QS mod, GSK3B inh
CCOC(=O)CCP(=O)(O)C(O)c1ccccc1 (centres undefined)
    -2, 1, i, -3, -11, -2, 0, -4, 6, 0
COc1ccc(-c2csc(NC(=O)C3CCN(c4ncnc5sc(C)c(C)c45)CC3)n2)cc1OC
    -10, -9, i, -1, -6, 4, ·, 18, 14, 3

Other results.
SMILES | Platelet DG rel | HSF-1 act | PolyA inh | GSK3 alpha inh | HSF1 inhib | HDAC3 inh | HSP90 refold inh | Dyrk1A ADPGlo | AI-2 QS mod | GSK3B inh
CCCC(=O)NNC(=O)CC(=O)Nc1ccccc1C(=O)O | 3 | -2 | i | -3 | -5 | -4 | 5 | 2 | 2 | 2
CSc1nnc(Cn2c(=O)sc3ccccc32)n1-c1ccccc1C | 1 | 9 | i | 0 | -1 | -7 | -3 | 13 | 7 | -1
CCCC1=NN(C(=O)C(=O)Nc2ccc(Br)cc2)C(O)(C(F)(F)F)C1 (centres undefined) | -1 | 5 | i | -2 | -2 | 2 | -1 | 4 | 40 | 3
Cc1cccc(OCC(=O)Nc2ccc3oc(=O)ccc3c2)c1 | 0 | 17 | i | 0 | 3 | ? | -1 | 21 | -57 | -2
COc1ccc(C(=O)N(C)C(C)c2ccon2)cc1OC1CCN(C(C)C)CC1 (centres undefined) | 31 | -26 | i | -1 | -10 | -2 | 0 | -1 | 1 | -5
Cc1cc(-c2nnc(SCC(=O)Nc3nc(-c4ccc(Cl)cc4)cs3)o2)no1 | -5 | 15 | i | -1 | 11 | -2 | 0 | -5 | 6 | 0
CCOC(=O)N1CCC(NC(=O)C2CCC(Cn3c(=O)[nH]c4ccccc4c3=O)CC2)CC1 (centres undefined) | · | · | · | 0 | · | -6 | -2 | 5 | · | ·

High-throughput results: PubChem, several laboratories
